High-throughput results: PubChem, Fisher Drug Discovery Resource Center
mcGAS RapidFire: mouse cGAS inhibition by mass spec; 0.18% of 130,000 active; AID 1259397; inhibition, % at 12.5 µM; recombinant mouse cGAS, cGAMP by RapidFire MS; Q8C6L5;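 active means inhibition of cGAS enzyme activity at or above 60%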;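 further: enzyme stimulated by 45 bp dsDNA with ATP and GTP substrates; cGAMP share of summed cGAMP plus half ATP and half GTP signals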
Target sequence (Q8C6L5 whole entry, looked up): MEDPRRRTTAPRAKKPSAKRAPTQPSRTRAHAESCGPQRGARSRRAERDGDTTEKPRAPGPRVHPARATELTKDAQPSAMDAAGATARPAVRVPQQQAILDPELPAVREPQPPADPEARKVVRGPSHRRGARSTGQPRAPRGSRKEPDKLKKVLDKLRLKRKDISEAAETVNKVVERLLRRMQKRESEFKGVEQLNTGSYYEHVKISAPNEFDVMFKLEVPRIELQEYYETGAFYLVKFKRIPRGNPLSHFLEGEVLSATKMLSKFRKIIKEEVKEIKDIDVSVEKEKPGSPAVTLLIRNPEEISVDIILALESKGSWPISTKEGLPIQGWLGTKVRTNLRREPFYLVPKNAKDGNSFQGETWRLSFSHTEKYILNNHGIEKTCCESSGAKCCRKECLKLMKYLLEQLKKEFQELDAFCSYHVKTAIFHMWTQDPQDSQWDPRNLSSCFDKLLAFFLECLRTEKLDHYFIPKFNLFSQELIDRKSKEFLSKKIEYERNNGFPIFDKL
The depositor's hits bear a star; & = joins results of further samples. A portion of the library; rates above refer to the full screens.

SMILES	mcGAS RapidFire
Cc1ccc(-c2[nH]ncc2CNC2(c3ccccc3)CC2)cc1C	-5
CC(C)Cc1ccc(CCCO)cc1	-10
N=C1c2ccccc2CN1c1ccc(S(=O)(=O)N2CCCCC2)cc1	-6
COCCN(C(=O)Cc1c(C)noc1C)c1c(N)n(CC(C)C)c(=O)[nH]c1=O	-12
CC(=O)N1N=C(c2cn(-c3ccccc3)nc2-c2ccccc2)CC1c1ccccc1O (stereo unspecified)	-2
CN(C)c1nc(Oc2ccc(OCCOc3ccccc3)nn2)nc(N(C)C)n1	-15
CC(=O)N1CCN(C(=O)CC2CSc3ncc(C)c(=O)n32)CC1 (stereo unspecified)	-10
CCC1CCCCN1C(=O)c1ccc2nc(Cc3ccc(OC)cc3)oc2c1 (stereo unspecified)	-5
N#Cc1nc(-c2ccco2)oc1N1CCN(C2CCOC2=O)CC1 (stereo unspecified)	0
CC(C)C[C@@H](N)C(=O)N(C)Cc1cc(C(C)(C)C)n[nH]1	-12
CC(C)N1C(=O)COCc2ccc(-c3ccccc3)cc21	1
CC1CCCCC1N(C)C(=O)COC(=O)C1CCC(NC(N)=O)CC1 (stereo unspecified)	-13
CN(Cc1n[nH]c2c1CCCCC2)C(=O)CC1NC(=O)c2ccccc21 (stereo unspecified)	-13
CCNc1cc(C)nc(N2CCN(C(=O)c3ccccc3)CC2)n1	-12
C=CCOC(Cn1ccnc1)c1ccc(Cl)cc1Cl (stereo unspecified)	-5
Cc1nn(C)c(C)c1CCc1nc(-c2cccc(CO)c2)no1	8
CCn1c(SCC(=O)c2ccc[nH]2)nnc1-c1ccncc1	-3
Cn1c(=O)n(C)c2cc(CNC(=O)C3CCC(=O)N(Cc4ccccn4)C3)ccc21 (stereo unspecified)	-2
CC(=O)N(C)c1ccc(-c2cccc(O)c2)cc1	6
CCOc1ccc(C2C(c3nc4ccccc4s3)=C(O)C(=O)N2c2cc(C)on2)cc1OC (stereo unspecified)	-7
CCOC(=O)C1(Cc2cccc(OC)c2)CCCN(C(=O)CCN2CCCCO2)C1 (stereo unspecified)	-5
O=C(O)C1CCN(C(=O)c2ccc(-c3ccc(Cl)cc3)s2)CC1	-1
Cc1nc(-n2nc(C3CC3)cc2NC(=O)COc2ccc(Cl)cc2)[nH]c(=O)c1C	0
CN(C)C(=O)c1ccc(NC(CCO)C2CCCCC2)nc1 (stereo unspecified)	-7
C/C(=N/N=C1\NC(=O)C(CC(=O)Nc2ccc(C)c(Cl)c2)S1)c1ccc(F)cc1 (stereo unspecified)	-32

(listing goes on)
SMILES	mcGAS RapidFire
Cc1cccc(NC(=O)Nc2ccc(Nc3cc(OC(C)C)nc(C)n3)cc2)c1	-6
COc1cc(C)ccc1S(=O)(=O)NC(=O)C1(C)CCN1C(=O)C(C)(C)c1ccccc1 (stereo unspecified)	2
CCN(CC)C(=O)C(Cc1ccccc1)NCC(=O)Nc1ccc(C)cc1 (stereo unspecified)	-4
Cc1ccc(C=NNC(=S)NCc2ccco2)o1	-4
CC(C(=O)NC1CCCC1)N1CCN(S(=O)(=O)c2ccccc2)CC1 (stereo unspecified)	-2
Cc1nc(C)c(C(=O)NCC2(N(C)Cc3ccccc3)Cc3ccccc3C2)s1	-9
CC(=O)N1CCC(C(=O)Nc2ccc(N3CCCC3)c(Cl)c2)CC1	-10
CCOc1cn2c(cc1=O)C(=O)N(CCNC(=O)c1cc(Cl)ccc1OC)CC2	-3
Cc1ccc(C)c(Cn2c(=O)c3c(nc4n3CCN4c3ccc(C)c(C)c3)n(C)c2=O)c1	-11
CCC(C)N(CC#Cc1ccccc1)C(=O)CC1=CCNCC1 (stereo unspecified)	-5
CC(Nc1nc(-c2cccs2)nc2ccccc12)C1CCCO1 (stereo unspecified)	-1
O=C(Nc1ccc(-c2cscn2)cc1)C1CCCN(Cc2ccoc2)C1 (stereo unspecified)	-3
CCOC(C)C(=O)Nc1ccc2nc(CN3CCOCC3)[nH]c2c1 (stereo unspecified)	-7
COCCOc1ncccc1C(=O)NCC(C)N1CCN(C)CC1 (stereo unspecified)	-6
NC(=O)c1ccc(N2CCN(c3ccnc4ccsc34)CC2)cc1	-3
COc1cc(CNC(=O)c2cccc(-n3ccc4ccccc43)c2)cc(OC)c1OC	-4
O=S(=O)(c1ccc(F)c(F)c1)N1CCCCC1	-2
Cc1ccccc1Oc1ncccc1CNc1cnc2ccccc2n1	-7
COc1cc(NC2CCOC2=O)ccc1NC(=O)c1cccnc1 (stereo unspecified)	-1
CN1CC2(CCN(C(=O)CC3=C(c4ccccc4)CCC3=O)C2)OC1=O (stereo unspecified)	-3
O=C1CN(c2ccc(CNC(=O)c3ccc[nH]c3=O)cc2)CCN1	-20
N#Cc1ccc(CSC2=NN3CCS(=O)(=O)N=C3S2)cc1	3
Cc1cc(C)n2c(SCCOc3ccc(F)cc3)nnc2n1	-14
COc1cc(NC(=O)CCl)c(OC)cc1Cl	30
CCCCC1C=CCN1C(=O)C1=NNC(=O)CC1 (stereo unspecified)	-6

More compounds.
SMILES	mcGAS RapidFire
CNC(=O)NC(=O)CSc1nc2ccccc2c(=O)n1CCCN1CCOCC1	-4
O=C(C1CCCO1)N(CCc1ccccc1)Cc1ccc2c(c1)OCCO2 (stereo unspecified)	1
CC(=O)c1c(F)cccc1NC(C)CCN(C)C (stereo unspecified)	8
CC12CCC(C(=O)Oc3cccnc3)(OC1=O)C2(C)C (stereo unspecified)	1
COCC(NC(=O)Nc1n[nH]c(Cc2ccccc2)n1)c1ccnn1C (stereo unspecified)	5
CC1CCC(NS(=O)(=O)c2ccc(S(=O)(=O)N3CCOCC3)cc2)CC1 (stereo unspecified)	-33
CC(NCc1ccc(-n2ccc(C(F)(F)F)n2)cc1)C1CC1 (stereo unspecified)	-2
CCOC(=O)C1(C)CCN1C(=O)c1cccc(C#N)c1 (stereo unspecified)	-6
Cn1c(=O)c2c(nc(NCCCO)n2Cc2ccccc2)n(C)c1=O	-2
CCOC(=O)c1[nH]c(=O)[nH]c1CSC1=NCCS1	-10
COC(=O)c1c(C)nc2n(Cc3ccccc3)c3ccccc3n12	1
Cc1ccccc1CC1(C(=O)O)CCCN(c2ccc3ccccc3n2)C1 (stereo unspecified)	0
CCN(c1ccc(NC(=O)c2ccc(C)n2C)cc1)C(C)C	-7
O=C1NC(C(=O)O)=CC(c2cc(Cl)ccc2Cl)N1 (stereo unspecified)	-5&5
CC1CCc2c(sc3nc(CSc4nnc(N)s4)[nH]c(=O)c23)C1 (stereo unspecified)	-1
COC(=O)CNC(=O)N1CCCCC1c1cccc(F)c1 (stereo unspecified)	0
NC(=O)Cc1nc2ccccc2n1CC(O)c1cccc(Br)c1 (stereo unspecified)	1
CC(C)(C)n1c(NC(=O)c2ccc(F)cc2Cl)nc2ccccc21	7
COc1ccc(S(=O)(=O)N2CCCC(C(=O)Nc3ccc(F)cc3)C2)cc1 (stereo unspecified)	-9
CC(C)CCOC1CCN(C(=O)NCC2CCCN(C)C2)C1 (stereo unspecified)	-2
S=c1nc2cc(Cl)ccc2c2cc[nH]n12	36
O=C1Nc2ccccc2Oc2ccc(NS(=O)(=O)CBr)cc21	-9
O=C(Nc1cccc(-c2nnc3n2CCCCC3)c1)c1ccc2n[nH]nc2c1	-2
Cc1cc(=O)n(CC(=O)Nc2ccccn2)cn1	-8
Cc1ccc(C)c(NCCn2c(C)cn3c4c(=O)[nH]c(=O)n(C)c4nc23)c1	-11

(listing goes on)
SMILES	mcGAS RapidFire
COc1ccccc1-n1cc(C(=O)N(C)Cc2csc(C)n2)cn1	-8
CCC(C(=O)NC1CCC(n2cnnc2)CC1)n1cccn1 (stereo unspecified)	-29
COc1ccc(C(=O)COC(=O)c2ccc3c(c2)-c2ccccc2C3=O)cc1Br	-6
CN(C)c1ccc(C(=O)Nc2c3c(nn2C)CCC3)cc1	-3
COc1cc(C)c(-c2nc(Cn3cnc(C4CC4)n3)c(C)o2)cc1C	-11
CN(CCCc1nccn1C)Cc1cc2n(n1)CCCNC2	-14
CC1=C(C(=O)OC(C)C)C(c2ccc(O)cc2)C2=C(CC(c3ccccc3)CC2=O)N1 (stereo unspecified)	-5
C#Cc1cccc(C(=O)N(C)CCOc2ccccc2CC)c1	-11
COC(=O)NC(Oc1ccccc1)C(F)(F)C(F)(F)C(F)(F)C(F)F (stereo unspecified)	-7
CCN(CC)CCOc1ccccc1NC(=O)c1cnc(C)cc1Cl	-2
OCC#Cc1ccc(CN2CCC3(CCOCC3)CC2)cc1	-29
O=c1ccc2c(c1)oc1c(-c3ccccc3)c3ccccc3[nH]c12	-2
CSc1ccc(CC(=O)Nc2ncnc3sccc23)cc1	-2
CCCCOc1ccc(S(=O)(=O)n2nc(C)c(S(=O)(=O)N3CCCC(C)C3)c2C)cc1 (stereo unspecified)	-9
O=C1OC(c2cccc(F)c2)=NC1=CC1=Cc2ccccc2OC1	-2
CC(=O)Oc1cc(OC(C)=O)c2c(c1)O[C@H](c1ccc(OC(C)=O)c(OC(C)=O)c1)[C@@H](OC(C)=O)C2	-3
CN(C)c1cccc(NC(=O)c2ccc(Cl)cc2)c1	-6
Cc1nn(C)c(C)c1CCC(=O)N1CCCC(N2CCN(c3ccc(F)cc3)CC2)C1 (stereo unspecified)	-1
Cc1nc(CCNC(=O)c2cnn(Cc3ccccc3)c2)nc2c1CCC2	-15
Cc1cc(C)c2c(C(=O)NC[C@H]3CNC[C@@H]3CO)cc(C)nc2c1	9
Cc1nc(NCc2c(F)ccc(F)c2F)sc1-c1ccn(CCO)n1	-14
Cc1cnc(C)c(N2CCN(Cc3c(CO)cnc(C)c3O)CC2)n1	-12
Oc1ccc(Cl)cc1-c1nc2ncc(Br)cc2[nH]1	-3
CN(Cc1ccc(N(C)C)cc1)C(=O)c1n[nH]c(C2CC2)c1Br	-25
CC(=O)NCC1CN(c2ccc3c(c2)OCO3)C(=O)O1 (stereo unspecified)	-6

Shown field by field: entries from further up.
SMILES: CN(Cc1ccc(N(C)C)cc1)C(=O)c1n[nH]c(C2CC2)c1Br
  mcGAS RapidFire: -25
SMILES: CCCCOc1ccc(S(=O)(=O)n2nc(C)c(S(=O)(=O)N3CCCC(C)C3)c2C)cc1 (stereo unspecified)
  mcGAS RapidFire: -9
SMILES: COC(=O)NC(Oc1ccccc1)C(F)(F)C(F)(F)C(F)(F)C(F)F (stereo unspecified)
  mcGAS RapidFire: -7
SMILES: COc1ccc(C(=O)COC(=O)c2ccc3c(c2)-c2ccccc2C3=O)cc1Br
  mcGAS RapidFire: -6

An excerpt from above in order of molecular weight, largest number first:
SMILES	mcGAS RapidFire
CCN(CC)CCOc1ccccc1NC(=O)c1cnc(C)cc1Cl	-2
Cc1nc(CCNC(=O)c2cnn(Cc3ccccc3)c2)nc2c1CCC2	-15
Cc1cnc(C)c(N2CCN(Cc3c(CO)cnc(C)c3O)CC2)n1	-12
COc1cc(C)c(-c2nc(Cn3cnc(C4CC4)n3)c(C)o2)cc1C	-11
Cc1cc(C)c2c(C(=O)NC[C@H]3CNC[C@@H]3CO)cc(C)nc2c1	9
OCC#Cc1ccc(CN2CCC3(CCOCC3)CC2)cc1	-29

(more compounds)
SMILES	mcGAS RapidFire
O=S(=O)(NCc1ccccc1)Nc1ccccc1OCC1CCCO1 (stereo unspecified)	-10
COc1ccc(S(=O)(=O)n2nc(C)c(S(=O)(=O)N3CCCCCC3)c2C)cc1OC	-2
COc1ccc(OC)c(CNC(=O)Nc2nc(C)ns2)c1	-16
NC1(C(=O)NCc2ccc3nonc3c2)CC1	-3
COc1ccc(NC(=S)N(C)C(C)c2ccc(S(C)(=O)=O)cc2)cc1 (stereo unspecified)	-7
COc1cc(Cn2nc(C(C)C)c3cnn(-c4ccc(F)cc4)c3c2=O)cc(OC)c1	-7
CC1CN(c2ccc(C(=O)NC(c3ccccc3)c3ccc(Cl)cc3)cn2)CCN1 (stereo unspecified)	-5
COc1ccccc1CN(C)Cc1nc2cc(Cl)ccc2c(=O)[nH]1	-7
C=CCn1c(=NC(=O)c2ccccc2Br)sc2cc(S(C)(=O)=O)ccc21	-7
CCSc1nc(CC(=O)N(CC)C2CCOC(C)(C)C2)cs1 (stereo unspecified)	8
Cn1ncc(N2CCCC2c2ccsc2)c(Br)c1=O (stereo unspecified)	7
Cc1nnsc1C(=O)NC(C)c1cnn(-c2cccc3ccccc23)c1C (stereo unspecified)	-8
Cc1c(Cl)ccc2c1N(C(=O)c1ccn(C)c(=O)c1)CCC2	-8
CC(=O)Nc1ccc(S(=O)(=O)Nc2cc(C)c(-n3nc4ccccc4n3)cc2O)cc1	-11
O=C(Cc1cn2ccsc2n1)NN=C1CCCCC1C1CCCCC1 (stereo unspecified)	-3
CC(C)(C)c1ccc(CC(=O)N2CCC2(C)C(=O)Nc2cc(C(C)(C)C)on2)cc1 (stereo unspecified)	-9
CCc1cc(-n2cnc3c(C)ncnc32)ccc1NC(C)=O	-1
CC(C)Cc1ncc2c(n1)CN(C(=O)CCC(=O)N1CCCCCC1)C2	-21
CCc1nnc(CN(C(=O)Cc2c(C)[nH]c3c(F)cccc23)C(C)C)o1	-20
C=CCN=c1scc(-c2ccccc2F)n1N=Cc1cc2c(cc1[N+](=O)[O-])OCO2	-13
COCCN1CCN(Cc2cn(Cc3ccccc3)nc2-c2cc3ccccc3o2)CC1	-10
Cc1ncoc1C(=O)N1CCC(Oc2cccc(C(=O)NCc3cccnc3)c2)CC1	-2
Cc1cccc(C)c1NC(=O)CN(CC(=O)Nc1c(C)cccc1C)Cc1nc(CC(C)C)no1	3
Cc1nc(NC(=O)CCc2ccc(Br)cc2)n[nH]1	9&26
Cc1ccc2nc(C)cc(C(=O)N(C)CCO)c2c1	1

Among those listed so far, three contain a cyano group.
SMILES	mcGAS RapidFire
N#Cc1nc(-c2ccco2)oc1N1CCN(C2CCOC2=O)CC1 (stereo unspecified)	0
N#Cc1ccc(CSC2=NN3CCS(=O)(=O)N=C3S2)cc1	3
CCOC(=O)C1(C)CCN1C(=O)c1cccc(C#N)c1 (stereo unspecified)	-6
